Screening data from PubChem BioAssay.
HCV inh: qHTS Assay for Inhibitors of Hepatitis C Virus (HCV). Huh7.5.1 HCVcc-Cre infection, luciferase reporter, 44 h. Potency, µM (series often up to 41.8 µM), without a hit: top-dose activity change, negative = inhibition, most hits filed as inhibitors. 340,000 compounds, 3.4% hits. AID 651820, 2012
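Luciferase read-out (15 sec integration) after a 15 min room-temperature substrate step quantifies HCVcc-Cre infection. Cells, 1,000 per well, had compound added 4 h post-plating, then virus at ~0.5 moi, and were cultured 44 h.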
Sm TGR block: qHTS Assay for the Inhibitors of Schistosoma Mansoni Peroxiredoxins | Schistosoma mansoni thioredoxin glutathione reductase (TGR), Q962Y6 | purified TGR, DTNB reduction, TNB absorbance 405 nm | Potency, µM (top dose mostly 114 µM), for the others: at the highest dose activity change, negative = inhibition, usual class: inhibitors | 360,000 compounds, 3% hits | AID 485364, 2010; note: nearly all actives have a fitted effect of over 60% in size
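Kinetic colorimetric format: TGR-catalysed, NADPH-driven DTNB reduction monitored via TNB absorbance. Enzyme dispensed at 20 nM; compound exposure 15 min at room temperature before reaction start.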
Tb PYK inh: qHTS of Trypanosoma Brucei Inhibitors; pyruvate kinase (Trypanosoma brucei), Q57TT1; 410,000 compounds, 0.12% hits; TbPYK enzyme, Kinase-Glo Plus ATP luminescence, 45 min; Potency, µM (top dose mostly 76.8 µM), for the others: at the highest dose activity, negative = inhibition, actives largely listed as inhibitors; note: nearly all actives have a fitted effect of over 50% in size
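Enzyme and substrate buffer are dispensed first and compound is pin-transferred. ADP at 130 uM final then starts the reaction, which runs 45 min at room temperature. Detection reagent is added for 10 min before luminescence is imaged.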
Pf growth 48h: Primary qHTS for delayed death inhibitors of the malarial parasite plastid, 48 hour incubation. 310,000 compounds, 5.9% hits. P. falciparum luciferase growth in erythrocytes, 48 h. Potency, µM (highest dose often 28.7 µM), inactives show at the top dose activity change, negative = inhibition, most hits filed as inhibitors. AID 504832, 2011
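Luminescence readout; reporter = integrated firefly luciferase in P. falciparum. RBC culture at 2% hematocrit, 0.1% parasitemia final, 37 C/5% CO2; decreased signal taken as growth inhibition.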
LmPK inh: qHTS Assay for Inhibitors of Leishmania Mexicana Pyruvate Kinase (LmPK); Q27686; purified LmPK, Kinase-Glo ATP luminescence, 1 h; Potency, µM (top dose mostly 57.5 µM), for inactives: top-dose activity change, negative = inhibition, actives largely listed as inhibitors; 290,000 compounds, 0.37% hits; AID 1721, 2009
Target sequence (Q27686 whole entry, looked up): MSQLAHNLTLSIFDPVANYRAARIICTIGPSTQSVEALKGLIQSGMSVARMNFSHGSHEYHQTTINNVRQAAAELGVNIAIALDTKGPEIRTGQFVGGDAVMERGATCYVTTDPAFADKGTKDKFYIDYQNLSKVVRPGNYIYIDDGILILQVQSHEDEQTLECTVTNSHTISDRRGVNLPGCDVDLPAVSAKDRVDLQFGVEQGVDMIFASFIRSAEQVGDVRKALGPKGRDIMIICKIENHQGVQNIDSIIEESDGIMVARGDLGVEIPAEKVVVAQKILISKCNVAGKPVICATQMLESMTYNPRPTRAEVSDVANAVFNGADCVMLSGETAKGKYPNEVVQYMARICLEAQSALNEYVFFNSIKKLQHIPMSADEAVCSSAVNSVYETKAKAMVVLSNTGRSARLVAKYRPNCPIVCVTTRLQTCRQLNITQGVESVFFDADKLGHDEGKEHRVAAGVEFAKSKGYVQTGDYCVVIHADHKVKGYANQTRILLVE
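Purified LmPK (0.1 nM) converted ADP (0.1 mM) to ATP with PEP (0.5 mM) in imidazole buffer pH 7.2 with KCl and MgCl2, 1 h at room temperature. ATP was read by Kinase-Glo luminescence; data normalized to uninhibited and no-enzyme controls.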
Pf growth 96h: Primary qHTS for delayed death inhibitors of the malarial parasite plastid, 96 hour incubation; P. falciparum luciferase reporter growth, 96 h; Potency, µM (top dose mostly 28.7 µM), for the others: top-dose activity change, negative = inhibition, hits mostly inhibitors; 320,000 compounds, 6.9% hits; AID 504834, 2011
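Two parasite generations (96 h, 37 C, 5% CO2) of compound exposure in infected erythrocytes (0.05% parasitemia, 2% hematocrit). Luciferase-reporter P. falciparum; decreased luminescence indicates inhibited growth, aimed at apicoplast-acting delayed death.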
* marks the source's active call; other numbers are inactive results; ? = inconclusive; · = not tested or not shown; & = joins results of further samples; [ ] = dose if it differs, or a comment. Calls come from the whole dose curve; as a rule, active = well fitted curve in the direction sought with a large enough effect; inconclusive = small, poorly fitted or top-dose-only effect, or another doubt; inactive = no such curve, though single readings can be large; an effect the other way counts as inactive or inconclusive. % is set by controls: 0 for no effect and ±100 for the full control effect; potency is the fitted concentration of half-maximal effect. Rows were taken by chance; about 16% have a hit in one of these screens.

SMILES	HCV inh	Sm TGR block	Tb PYK inh	Pf growth 48h	LmPK inh	Pf growth 96h
Cc1ccc(CNS(=O)(=O)c2ccc3c(c2)NC(=O)C(C)S3)cc1 (centres undefined)	-17.7%	-4.6%	0.6%	4.9%	-2.1%	13.6%
C/C(=N/NC(=O)c1ccncc1)c1ccccc1	1.9%	0.0%	1.8%	35.1%[activator]	-1.4%	-10.1%
CCOc1ccccc1C(=O)NC(C(=O)Nc1ccccc1N1CCOCC1)C(C)C (centres undefined)	?	9.7%	-2.4%	?	0.2%	-35.7%
CC(C)(C)[C@H]1C=C(C(=O)NCc2nc3ccccc3[nH]2)O[C@@H](OCCCCO)C1	-5.5%[8.37 µM]	-0.3%	1.1%	?	6.1%	10.4µM*
O=C(c1ccc(F)cc1)N1CCC(C(=O)N2CCN(Cc3ccc4c(c3)OCO4)CC2)CC1	?	-9.7%	1.1%	-4.4%	·	3.3%
O=C(Nc1cccnc1)c1ccc(-c2ccc(Cl)cc2)o1	2.4%	31.6µM*	1.7%	19.9%	1.3%	-11.7%
Cc1cccc(Nc2nc(N)c([N+](=O)[O-])c(N3CC(C)CC(C)C3)n2)c1 (centres undefined)	6.31µM*	3.7%	8.3%	13.1µM*	-0.5%	?
CCCCN(c1ccccc1)S(=O)(=O)c1cccc2cccnc12	-8.0%	4.6%	-0.4%	?	0.2%	-25.9%
O=C(Cc1ccccc1)Nc1nnc(-c2cccs2)s1	-23.9%	-4.6%	-3.9%	27.9%	2.0%	37.8%[activator]
O=C(NC1CC1)c1ccc(CSCc2ccccc2Cl)o1	-8.7%	?	-6.6%	1.85µM*	-4.0%	23.7%
O=C(Nc1ccc2c(c1)Cc1ccccc1-2)c1cccnc1	6.31µM*	5.8%	0.9%	42.6%[activator]	5.0%	63.3%[activator]
COc1ccccc1N1CCN(C(=O)c2cc3c(=O)n4ccccc4nc3s2)CC1	-21.2%	0.2%	-7.9%	?	·	?
COC(=O)c1cc(NC(=O)c2cc(C(C)(C)C)nn2Cc2ccc(F)cc2)ccc1N1CCOCC1	10µM*	4.4%	7.3%	6.57µM*	6.0%	-11.0%
CCOC(=O)c1sc(NC(=O)CSc2nnc(Cc3ccccc3)o2)c(C#N)c1C	14.5%	-4.0%	-30.1%	11.1%	-4.4%	·
COc1ccc2[nH]cc(CC(=O)O)c2c1	-2.4%[8.37 µM]	-2.3%	-2.2%	-8.9%	2.8%	?
CCOc1ccc(OCC)c(NC(=O)CCS(=O)(=O)c2ccc(C)cc2)c1	1.4%	-5.9%	1.5%	-25.3%	1.1%	?
CC(/C=C/C1(O)C(C)CC(O)CC1(C)C)OC1OC(CO)C(O)C(O)C1O (centres undefined)	5.5%	-33.3%	-4.8%	18.0%	1.2%	?
CC1CCCN(c2cc3c(cc2[N+](=O)[O-])C(=O)N(c2ccccc2)C3=O)C1 (centres undefined)	6.5%	-13.3%	-15.4%	16.1%	2.8%	0.7%
Cc1ccc(CCN2C(=O)CCC2(C)C(=O)NC2CCCC2)cc1 (centres undefined)	4.9%[8.37 µM]	-6.9%	0.9%	18.4%	5.0%	-9.3%
Cc1ccccc1N(C(=O)c1ccccn1)C(C(=O)NCc1ccccc1)c1cccnc1 (centres undefined)	9.0%	2.3%	-6.3%	-7.7%	8.1%	-13.7%
CCOC(=O)NC(=O)COC(=O)c1cccc2ccccc12	?	-8.1%	2.8%	-12.6%	-0.5%	11.3%
O=C(CSc1nnc(NC(=O)c2ccco2)s1)Nc1ccccc1Br	-5.3%	1.6%	-1.5%	2.7%	2.9%	9.2%
O=C(CSc1nnc2c(n1)[nH]c1ccccc12)NC1CCCCC1	?	9.9%	0.0%	0.0%	-0.1%	?
Cc1ccc(C(=O)N2CC=C(c3ccccc3)CC2)o1	11.2µM*	28.2µM*	-2.6%	13.1µM*	·	-4.7%
O=C(NC(N1CCOCC1)C(Cl)(Cl)Cl)c1ccc(Br)cc1 (centres undefined)	-2.2%	?	2.6%	-5.4%	-10.5%	-14.9%
CN/N=C/c1ccc(C#N)cc1	-10.1%	?	-1.7%	-5.5%	2.3%	16.5%
COc1ccccc1CNCC(=O)Nc1ccc(C#N)cc1	-8.2%	-0.8%	14.0%	-7.5%	3.8%	34.0%[activator]
CCOC(=O)C1=C(C)NC(C)=C(C(=O)OCC)C1c1ccc(OC)cc1	-25.5%	-3.2%	-1.7%	?	4.8%	-12.9%
Cc1ccc(NC(=O)COC(=O)Cc2ccsc2)c(C)c1	7.6%	-1.0%	1.2%	26.9%	1.5%	20.1%
COC(=O)c1ccc(COC(=O)C23CC4CC(CC(O)(C4)C2)C3)o1	8.4%	4.3%	-0.9%	?	0.4%	-12.3%
CC(=O)c1ccc(NC(=O)C(C)OC(=O)C2CCN(c3ccc(C(F)(F)F)cn3)CC2)cc1 (centres undefined)	?	-1.0%	-1.2%	?	·	-4.1%
CN(C)C(CNC(=O)c1ccc(S(=O)(=O)N(C)C)cc1)Cc1ccccc1 (centres undefined)	17.6%	-5.1%	7.6%	-7.2%	4.0%	-28.1%
O=C(Nc1ccccc1C(=O)NCCN1CCOCC1)c1ccc(Cl)cc1Cl	18.1%	-16.6%	-1.3%	?	2.7%	?
CCOCCCNC(=O)CN1CCN(Cc2ccccc2C)C1=O	-1.4%	-3.9%	8.4%	5.6%	-1.1%	1.4%
CC/C(C)=N/Nc1nc2sc3c(c2c(=O)[nH]1)CC(C)(C)OC3	10.0%	?	1.6%	?	-2.2%	?
CC1CN(C(=O)CCC(=O)NC2CCN(Cc3ccccc3)CC2)c2ccccc2O1 (centres undefined)	-10.6%	11.8%	9.9%	-6.6%	-5.4%	4.5%
CCN(CC)c1c([N+](=O)[O-])c(=O)sc2ccccc12	0.3%	-5.1%	-1.7%	-49.7%	-12.8%	14.7%
CCCCCCCCCCCCCCCCCC[N+](C)(C)CCC[Si](OC)(OC)OC	·	·	4.1%	-11.8%	·	-1.5%
O=C(Cc1c(Sc2ccccc2)c2ccccc2n1Cc1ccccc1)NCCO	?	-0.4%	-2.4%	?	1.2%	?
CC(C)Oc1cccc(C(=O)NC(=S)NCc2cccnc2)c1	?	-23.3%	-2.6%	-12.0%	-2.6%	?
Cc1cc(C)nc(SCc2nnc(SCC(=O)Nc3ncc(C)s3)n2Cc2ccco2)n1	-21.2%&-22.4%	-8.8%	-3.7%	?	-1.8%	-2.3%[5.75 µM]
O=C(CSc1ccc2c(c1)OCCO2)Nc1cccnc1Cl	-19.6%	-0.7%	3.7%	-1.4%	0.8%	?
S=C(NCCc1ccccn1)NC1CC2CCC1C2 (centres undefined)	0.1%	2.1%	-2.7%	23.0%	0.0%	?
O=C(O)C1CCCN1S(=O)(=O)c1cccs1 (centres undefined)	·	-21.8%	·	·	-6.1%	34.2%[activator]
O=C1OCCC1Sc1nnc(-c2ccc(Cl)cc2)n1Cc1ccccc1 (centres undefined)	?	-19.8%	-24.0%	0.1%	1.6%	39.1%[activator]
O=C(NC1CC1)c1cc2cc(Br)ccc2s1	-21.9%	9.6%	0.0%	?	-7.4%	-10.2%
CC1CCCN(S(=O)(=O)c2ccc3oc(=O)ccc3c2)C1 (centres undefined)	7.0%	-1.3%	-1.4%	-10.0%	0.0%	-8.9%
Cc1cc([N+](=O)[O-])ccc1NC(=O)c1ccco1	-16.3%	-6.9%	3.2%	58.0%[activator]	-3.9%	?
O=C(NCc1cccnc1)c1cnc2ccccc2n1	1.9%	-2.1%	7.6%	2.2%	4.6%	25.3%
CC(C)CNS(=O)(=O)c1ccc(CCC(=O)NC2CCCC2)cc1	10.7%	·	-1.0%	-8.7%	0.1%	28.5%

Part of the list above in another layout:
canonical_smiles | HCV inh | Sm TGR block | Tb PYK inh | Pf growth 48h | LmPK inh | Pf growth 96h
O=C(CSc1nnc2c(n1)[nH]c1ccccc12)NC1CCCCC1 | ? | 9.9% | 0.0% | 0.0% | -0.1% | ?
O=C(c1ccc(F)cc1)N1CCC(C(=O)N2CCN(Cc3ccc4c(c3)OCO4)CC2)CC1 | ? | -9.7% | 1.1% | -4.4% | · | 3.3%
O=C(O)C1CCCN1S(=O)(=O)c1cccs1 (centres undefined) | · | -21.8% | · | · | -6.1% | 34.2%[activator]
Cc1cc([N+](=O)[O-])ccc1NC(=O)c1ccco1 | -16.3% | -6.9% | 3.2% | 58.0%[activator] | -3.9% | ?

Back to the main list, starting 3 compounds before the break.
SMILES	HCV inh	Sm TGR block	Tb PYK inh	Pf growth 48h	LmPK inh	Pf growth 96h
Cc1cc([N+](=O)[O-])ccc1NC(=O)c1ccco1	-16.3%	-6.9%	3.2%	58.0%[activator]	-3.9%	?
O=C(NCc1cccnc1)c1cnc2ccccc2n1	1.9%	-2.1%	7.6%	2.2%	4.6%	25.3%
CC(C)CNS(=O)(=O)c1ccc(CCC(=O)NC2CCCC2)cc1	10.7%	·	-1.0%	-8.7%	0.1%	28.5%
CCC(C)(C(=O)NC1CCCC1)N(C(=O)CC1NC(=O)NC1=O)c1c(C)n(C)n(-c2ccccc2)c1=O (centres undefined)	-2.4%	0.4%	2.9%	4.7%	2.0%	178.2%[activator]
CN(C)CCC1CCN(c2cc(C#N)c(C#N)cc2[N+](=O)[O-])CC1	?	7.8%	-1.6%	-47.8%	0.4%	0.2%
CN1CCN(Cc2cc3c(cc2[N+](=O)[O-])OCO3)CC1	10.8%	-3.6%	-8.4%	2.5%	-7.3%	?
O=C(NCC(c1ccco1)N1CCCCC1)c1ccc(COc2ccccc2)cc1 (centres undefined)	12.6µM*	-3.7%	-2.8%	?	·	2.94µM*
Cc1nn(Cc2ccccc2)c(Cl)c1C(=O)O	4.4%	11.2%	-1.8%	15.2%	5.9%	14.1%
CN(C)c1ccc(C(=O)N2CCCC(N3CCN(Cc4ccc5c(c4)OCO5)CC3)C2)cc1 (centres undefined)	·	0.0%	-13.4%	-15.3%	1.1%	?
CC(C)OCCCn1c(=O)c2ccccc2n2c(CCC(=O)NCc3ccccn3)nnc12	4.7%	3.4%	12.3%	-10.8%	0.3%	?
Nn1c(SCC(=O)Nc2ccc3c(c2)OCCO3)nncc1=O	8.7%	-21.7%	0.5%	2.1%	-7.6%	5.8%
CCOC(=O)c1c(NC(=O)Cc2ccccc2)sc2c1CCN(CC)C2	?	-4.0%	-6.2%	?	-4.1%	?
N#Cc1nc(-c2ccc(F)cc2)oc1N1CCC(C(N)=O)CC1	2.1%	-8.2%	3.6%	3.5%	-2.9%	-19.2%
Cc1cc(C)n(-c2ccc([N+](=O)[O-])cc2)n1	-9.6%	-6.2%	4.2%	15.8%	1.8%	0.0%
Cc1ccc(S(=O)(=O)Nc2nnc(C3CCCCC3)s2)cc1	14.4%	-8.4%	-6.8%	34.4%	2.5%	-5.2%
O=C(CN1CCN(S(=O)(=O)c2ccc(Cl)s2)CC1)N1CCOCC1	10.4%	?	-0.8%	38.7%	0.0%	-7.2%
COc1ccc(CCNC(=O)Cn2nnc(-c3ccc(N(C)C)cc3)n2)cc1OC	?	-0.8%	-3.3%	24.4%	0.5%	4.15µM*
